Screens (PubChem BioAssay)
PriA SSB inh: K. pneumoniae PriA-SSBct interaction inhibition. AlphaScreen SSBct-PriA binding, biotinylated peptide. inhibition, % at 33 µM. hit rate 0.6% among 430,000; in the data active means inhibition mostly above about 37%, no sharp cut-off; inactive means mostly below about 20%;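 further: plate controls were negative control peptide for no effect and reference peptide for full effect; strong numbers were not always called active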
PrPC TRFRET: reduces human prion protein on the cell surface | hit rate 0.43% among 370,000 | cell surface PrPC, TR-FRET read-out | inhibition, % at 13.8 µM | AID 720596 | P04156; in the data active means inhibition above about 24%; further: 0% = median of the test wells and 100% = reference compound wells
BoNT A protease: BoNT A light chain protease inhibition. multiplex microsphere protease substrate cleavage, flow cytometry. inhibition, % at 10 µM. hit rate 0.17% among 360,000; further: plate controls were buffer without enzyme for full effect and enzyme alone for no effect
Vc quorum ag: quorum light induction in luxS cqsA deficient V. cholerae. hit rate 0.16% among 350,000. AID 588436. V. cholerae BH1578 lux reporter, luminescence, 6 h. activation, % at 18.7 µM; in the data active means activation mostly above about 9.7%, no sharp cut-off; inconclusive means no clear call, values can overlap the other calls; inactive means mostly below about 3.7%; further: not every result past the cut was called active; inactives centre near 0; reference of the scale not given here
PfHsp40 rescue: compounds rescuing yeast from Plasmodium falciparum HSP40 toxicity. S. cerevisiae expressing PfHsp40, growth rescue, ATP luminescence. growth rescue, % at 12.5 µM. hit rate 0.68% among 340,000. AID 504582; in the data active means growth rescue above about 28%, passing the limit was not always enough; inconclusive means no clear call, values can overlap the other calls;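 further: yeast W303a lacking pdr1 and pdr3 grown in galactose medium; growth measured after three days at 30 °C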
TcdB inh: inhibitors of Clostridioides difficile toxin B glycohydrolase. hit rate 0.24% among 350,000. inhibition, % at 9.99 µM. TcdB glycohydrolase enzymatic assay, plate reader. P18177; in the data active means inhibition above about 10%
Target sequence (P18177 whole entry, looked up): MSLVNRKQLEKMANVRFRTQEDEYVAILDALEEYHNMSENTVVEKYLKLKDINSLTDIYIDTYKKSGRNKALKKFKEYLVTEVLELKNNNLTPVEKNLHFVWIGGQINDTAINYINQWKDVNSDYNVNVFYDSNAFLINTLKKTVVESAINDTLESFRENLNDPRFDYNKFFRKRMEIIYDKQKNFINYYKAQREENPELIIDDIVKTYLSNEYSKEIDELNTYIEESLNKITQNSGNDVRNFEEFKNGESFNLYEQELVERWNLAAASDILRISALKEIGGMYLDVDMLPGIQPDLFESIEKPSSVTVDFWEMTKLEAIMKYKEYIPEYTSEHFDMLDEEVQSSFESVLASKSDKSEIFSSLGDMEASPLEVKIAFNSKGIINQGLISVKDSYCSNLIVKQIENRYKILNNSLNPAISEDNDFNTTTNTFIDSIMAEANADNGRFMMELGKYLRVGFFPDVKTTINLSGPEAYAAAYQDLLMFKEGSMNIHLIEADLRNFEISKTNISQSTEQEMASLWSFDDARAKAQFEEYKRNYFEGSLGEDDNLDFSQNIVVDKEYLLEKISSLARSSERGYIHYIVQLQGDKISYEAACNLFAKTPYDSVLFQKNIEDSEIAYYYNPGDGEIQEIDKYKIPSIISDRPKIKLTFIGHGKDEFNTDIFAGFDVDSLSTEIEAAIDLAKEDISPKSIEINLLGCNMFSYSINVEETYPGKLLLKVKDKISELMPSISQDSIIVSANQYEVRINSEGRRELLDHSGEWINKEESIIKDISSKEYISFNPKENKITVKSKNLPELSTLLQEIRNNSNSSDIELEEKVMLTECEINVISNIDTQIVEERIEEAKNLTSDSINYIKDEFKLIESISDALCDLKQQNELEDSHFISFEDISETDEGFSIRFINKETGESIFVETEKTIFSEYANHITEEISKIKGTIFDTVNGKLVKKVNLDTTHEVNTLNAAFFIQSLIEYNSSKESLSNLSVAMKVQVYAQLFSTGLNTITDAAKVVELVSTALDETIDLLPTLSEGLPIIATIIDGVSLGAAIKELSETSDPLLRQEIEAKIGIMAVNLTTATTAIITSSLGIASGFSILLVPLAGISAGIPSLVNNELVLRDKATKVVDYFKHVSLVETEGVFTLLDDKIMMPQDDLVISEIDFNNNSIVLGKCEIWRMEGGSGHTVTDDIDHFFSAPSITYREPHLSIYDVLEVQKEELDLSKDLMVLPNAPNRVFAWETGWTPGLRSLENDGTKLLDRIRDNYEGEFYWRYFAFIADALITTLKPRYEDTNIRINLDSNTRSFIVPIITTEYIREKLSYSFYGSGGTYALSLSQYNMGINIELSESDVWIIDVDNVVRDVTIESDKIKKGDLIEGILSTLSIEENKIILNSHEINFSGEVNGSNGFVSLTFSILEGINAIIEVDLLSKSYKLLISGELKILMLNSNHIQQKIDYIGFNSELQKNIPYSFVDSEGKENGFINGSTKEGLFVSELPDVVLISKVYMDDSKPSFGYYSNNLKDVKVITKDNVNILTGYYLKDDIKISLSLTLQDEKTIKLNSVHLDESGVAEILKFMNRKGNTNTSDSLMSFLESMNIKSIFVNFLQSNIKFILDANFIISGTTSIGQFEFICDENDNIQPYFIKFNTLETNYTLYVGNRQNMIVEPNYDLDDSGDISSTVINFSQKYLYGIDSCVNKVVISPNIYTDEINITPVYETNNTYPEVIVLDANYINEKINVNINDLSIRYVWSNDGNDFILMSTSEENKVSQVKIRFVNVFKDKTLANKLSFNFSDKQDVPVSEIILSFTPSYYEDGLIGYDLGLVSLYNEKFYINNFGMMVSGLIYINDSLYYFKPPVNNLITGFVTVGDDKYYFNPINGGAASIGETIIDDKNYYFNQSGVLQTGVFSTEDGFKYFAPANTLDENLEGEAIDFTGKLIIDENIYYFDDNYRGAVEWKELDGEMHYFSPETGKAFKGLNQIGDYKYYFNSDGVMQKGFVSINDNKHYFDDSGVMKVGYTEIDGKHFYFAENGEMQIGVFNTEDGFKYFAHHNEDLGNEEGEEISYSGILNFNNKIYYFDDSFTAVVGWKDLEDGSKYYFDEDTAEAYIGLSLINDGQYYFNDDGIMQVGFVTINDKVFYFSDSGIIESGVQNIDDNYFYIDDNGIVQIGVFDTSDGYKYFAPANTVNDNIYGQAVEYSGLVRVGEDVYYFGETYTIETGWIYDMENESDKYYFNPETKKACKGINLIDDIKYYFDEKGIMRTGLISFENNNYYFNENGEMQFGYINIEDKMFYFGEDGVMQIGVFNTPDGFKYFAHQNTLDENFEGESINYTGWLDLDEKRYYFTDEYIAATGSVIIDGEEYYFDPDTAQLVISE
SARS 3CLpro inh: SARS-CoV 3CLpro protease inhibition. P0C6X7. recombinant SARS-CoV 3CLpro, quenched FRET peptide cleavage. inhibition, % at 6 µM. hit rate 0.14% among 290,000; in the data active means inhibition above about 12%
Anthrax LF inh2: inhibitors of Bacillus anthracis lethal factor protease; P15917; multiplex microsphere protease cleavage assay, LF; inhibition, % at 10 µM; hit rate 0.12% among 360,000; AID 588501; further: plate controls were buffer without enzyme for full effect and enzyme alone for no effect
Yp Topo-I inh: Y. pestis Topo-I inhibition via cleavage products; Y. pestis Topo-I cleavage product accumulation, plate reader; activity, % at 10 µM; hit rate 0.064% among 360,000; AID 504884; in the data active means activity above about 50%, passing the limit was not always enough; inconclusive means no clear call, values can overlap the other calls; further: inactives centre near 2
Starred values were filed as active, the others as inactive; i = inactive; ? = inconclusive; / = not tested or not shown. Unless noted, no stated cut-off is given here; in the data, active means inhibition above about 30%; inconclusive means no clear call, values can overlap the other calls; inactive means below that. Some of the compounds tested, so the mix of outcomes need not match the whole.

1	O=C(NNc1ncnc2ccccc12)c1cccc(Cl)c1
2	COc1ccc(C(=O)NCCN2CCCC2)cc1OC
3	COc1cc(OC)c(NS(=O)(=O)c2cccc(C(=O)OCC(=O)NCC3CCCO3)c2)cc1Cl (stereo not given)
4	COC(=O)C(Cc1ccc(O)cc1)NC(=O)c1ccc2c(c1)OCCO2 (stereo not given)
5	Cc1ccc(C2=NN(C(=O)CCC(=O)O)C(c3cn(-c4ccccc4)nc3-c3ccc(C)cc3)C2)cc1 (stereo not given)
6	Cn1cc[nH]c1=S
7	CCCCNC(=O)CCNC(=O)c1ccc(C(C)(C)C)cc1
8	CCO/C=C1/C(=O)N(C(C)=O)c2ccccc21

Compound | 1 | 2 | 3 | 4 | 5 | 6 | 7 | 8
PriA SSB inh | -3 | -24 | 2 | -7 | 7 | -11 | -2 | -18
PrPC TRFRET | 3 | -2 | -5 | 0 | 1 | 4 | 1 | 2
BoNT A protease | -0.9 | -0.6 | -0.5 | 1.8 | 0.1 | -0.5 | -1.8 | ?
Vc quorum ag | 4.8 | -0.7 | i | -0.4 | -0.4 | -0.3 | -3.2 | -1.4
PfHsp40 rescue | 6.0 | -0.9 | 0.4 | 3.8 | -1.4 | 0.4 | 0.5 | 0.3
TcdB inh | 0.7 | / | 0.6 | -0.4 | 2.3 | -0.1 | / | /
SARS 3CLpro inh | 1 | -3 | 2 | 2 | 3 | -10 | -4 | 0
Anthrax LF inh2 | -4 | 1 | -3 | -1 | -3 | -5 | 0 | -1
Yp Topo-I inh | 6 | -2 | 4 | 3 | 30 | -7 | 4 | 2

9	COCC(=O)Nc1cc(OC)ccc1OC
10	CC(C)(C)c1ccc(C(=O)NC(=S)N2CCCC2)cc1
11	O=C(Cc1ccc(Cl)cc1)NCCc1cnc[nH]1
12	Clc1cccc(OCCN2CCNCC2)c1
13	COc1ccc(CC(=O)OCN2C(=O)c3ccccc3C2=O)cc1
14	CC(C)N1C(=O)c2ccc(C(=O)O)cc2C1=O
15	O=C(NCCN1CCOCC1)c1ccc2ccccc2n1
16	O=C(O)Cn1nnnc1-c1ccc(F)cc1

Compound | 9 | 10 | 11 | 12 | 13 | 14 | 15 | 16
PriA SSB inh | -15 | -8 | -2 | -6 | -14 | -6 | -12 | 0
PrPC TRFRET | 1 | 7 | 6 | -5 | -4 | 4 | / | /
BoNT A protease | 0.1 | / | 0.5 | 1.4 | 0.5 | 0.3 | 0.6 | 3.2
Vc quorum ag | -0.3 | i | i | 1.5 | i | i | 1.9 | -0.1
PfHsp40 rescue | 1.2 | 0.4 | -0.6 | 1.0 | -0.4 | -0.1 | -1.2 | -0.3
TcdB inh | / | 1.0 | 0.2 | 2.2 | / | / | 1.3 | -1.1
SARS 3CLpro inh | -4 | 4 | 1 | 1 | 2 | -8 | 2 | -3
Anthrax LF inh2 | 5 | / | 11 | -1 | -1 | 1 | -2 | -2
Yp Topo-I inh | 2 | 19 | 5 | 4 | 0 | -1 | 8 | 2

17	[O-]/C(=C(\C(=S)NCc1ccccc1)[n+]1ccccc1)c1ccc(Cl)s1
18	CCc1cc(C(=O)OC)c(NC(=O)CC2SC(=NC)N(C)C2=O)s1 (stereo not given)
19	C=C(C)[C@@]12OC3(c4ccccc4)O[C@@H]1C1[C@@H]4O[C@]4(CO)[C@@H](O)[C@]4(O)C(=O)C(C)=C[C@H]4[C@@]1(O3)[C@H](C)[C@H]2OC(=O)/C=C/C=C/c1ccccc1 (stereo not given in full)
20	COc1ccc(-n2c(Cc3cccn3C)nnc2SCC(=O)Nc2ccccc2OC)cc1
21	Cc1ccc2c(COC(=O)C3=COCCO3)cc(=O)oc2c1
22	COC(=O)C1CCN(Cc2ccc(C)cc2)CC1
23	O=C(NCCC1CCCCN1S(=O)(=O)c1cccs1)C(=O)Nc1ccc(F)cc1 (stereo not given)
24	CN(C)S(=O)(=O)c1cc(C(=O)NCc2ccccc2)c(Cl)cc1Cl

Compound | 17 | 18 | 19 | 20 | 21 | 22 | 23 | 24
PriA SSB inh | 0 | 3 | 9 | 13 | 0 | -15 | 6 | -15
PrPC TRFRET | 4 | 0 | / | 4 | 0 | -11 | 4 | 6
BoNT A protease | 28 | -1.2 | -0.3 | 0.1 | 0.5 | -0.2 | -1.3 | -0.1
Vc quorum ag | -0.4 | -0.4 | -0.3 | -0.4 | i | -0.4 | 0.7 | -0.2
PfHsp40 rescue | 1.3 | -0.7 | -2.2 | -1.5 | 3.0 | 1.1 | 1.2 | 0.9
TcdB inh | 0.0 | 1.6 | / | 1.5 | / | / | 1.3 | 2.9
SARS 3CLpro inh | 3 | -3 | / | 9 | 0 | -2 | / | -2
Anthrax LF inh2 | 16 | 0 | -1 | 0 | 0 | 0 | 3 | -1
Yp Topo-I inh | 14 | -6 | -5 | 24 | -2 | -1 | 11 | 6

Three structures already listed, sorted by number of heavy atoms, rising.
22	COC(=O)C1CCN(Cc2ccc(C)cc2)CC1
23	O=C(NCCC1CCCCN1S(=O)(=O)c1cccs1)C(=O)Nc1ccc(F)cc1 (stereo not given)
20	COc1ccc(-n2c(Cc3cccn3C)nnc2SCC(=O)Nc2ccccc2OC)cc1

Compound | 22 | 23 | 20
PriA SSB inh | -15 | 6 | 13
PrPC TRFRET | -11 | 4 | 4
BoNT A protease | -0.2 | -1.3 | 0.1
Vc quorum ag | -0.4 | 0.7 | -0.4
PfHsp40 rescue | 1.1 | 1.2 | -1.5
TcdB inh | / | 1.3 | 1.5
SARS 3CLpro inh | -2 | / | 9
Anthrax LF inh2 | 0 | 3 | 0
Yp Topo-I inh | -1 | 11 | 24

More results.
25	COC(=O)c1cc(NC(=O)COC(=O)C2CCC2)cc(C(=O)OC)c1
26	COc1cccc2[nH]c(C(=O)NCC3CCCO3)cc12 (stereo not given)
27	COCc1c(C#N)c(NCCc2ccccc2)nc(C)c1[N+](=O)[O-]
28	CC(C)Oc1ccc(S(=O)(=O)N2CCOCC2)cc1NC(=O)Cc1ccsc1
29	O=[N+]([O-])c1cccc2[nH]ncc12
30	Oc1ccc(NC(=S)N=Nc2c(O)[nH]c3ccc(Br)cc23)cc1
31	CC(C)(C)NC(=O)CSc1nc2cc(S(=O)(=O)N3CCCCC3)ccc2o1
32	CCOC(=O)CSc1nc2ccccc2c(=O)n1CC1CCC(C(=O)NCc2ccco2)CC1 (stereo not given)

Compound | 25 | 26 | 27 | 28 | 29 | 30 | 31 | 32
PriA SSB inh | -1 | -1 | -9 | 1 | -3 | -5 | -8 | -9
PrPC TRFRET | -10 | 5 | 4 | -2 | -22 | -15 | -5 | -5
BoNT A protease | -1.6 | 0.3 | 0.2 | -0.5 | 0.0 | -0.6 | -0.7 | -2.1
Vc quorum ag | -0.6 | -0.3 | 0.2 | i | -0.8 | -0.2 | -0.7 | -0.3
PfHsp40 rescue | 1.6 | -0.2 | 0.3 | -0.2 | -0.8 | 2.4 | -0.4 | -0.1
TcdB inh | -2.7 | -0.2 | -3.4 | 1.2 | 1.2 | -0.8 | 0.4 | /
SARS 3CLpro inh | / | 0 | 4 | / | / | -2 | / | -3
Anthrax LF inh2 | -3 | -3 | 1 | -3 | -1 | -4 | -2 | 1
Yp Topo-I inh | 3 | 1 | -11 | 32 | 2 | -2 | -1 | 15

33	O=C(O)/C=C/C(=O)Nc1cccc2cccnc12
34	COc1ccc(OCCN2C(=O)c3ccccc3C2=O)cc1
35	CSc1nc(-c2ccccc2)nc(N2CCCC2)c1C(C)=O
36	O=C(O)c1cc([N+](=O)[O-])ccc1-c1ccc([N+](=O)[O-])cc1C(=O)O
37	COc1ccc(N2C(=NC(=O)CC3CCCCC3)SC3CS(=O)(=O)CC32)cc1 (stereo not given)
38	CC1CCCCC1NC(=O)Cn1cnc2ccccc2c1=O (stereo not given)
39	COc1ccc(OCc2nnc(SC3CCOC3=O)n2-c2ccccc2)cc1 (stereo not given)
40	O=C(O)CCN1Cc2ccccc2C1=O

Compound | 33 | 34 | 35 | 36 | 37 | 38 | 39 | 40
PriA SSB inh | -28 | -17 | -14 | / | -11 | -2 | -10 | -10
PrPC TRFRET | -6 | -1 | 4 | -21 | -5 | -3 | 6 | -6
BoNT A protease | 3.5 | 1.3 | -0.6 | -0.5 | -1.0 | -0.3 | 1.1 | -0.1
Vc quorum ag | -0.6 | -0.1 | -0.9 | i | 0.0 | i | i | 0.0
PfHsp40 rescue | -0.4 | 0.3 | 2.3 | / | -0.1 | -0.2 | -0.3 | -0.4
TcdB inh | -0.7 | 1.1 | / | -8.3 | 0.4 | / | 0.6 | /
SARS 3CLpro inh | 0 | 8 | 5 | / | -1 | -5 | -1 | 5
Anthrax LF inh2 | 1 | -2 | -2 | -3 | -3 | 6 | 4 | 2
Yp Topo-I inh | 2 | 2 | 1 | -1 | -2 | 5 | 4 | -9

41	CC1Oc2ccccc2N(CC(=O)NCC2CCCO2)C1=O (stereo not given)
42	CSc1ncc(/C=C2/C(=O)NC(=O)N(c3ccc(Cl)cc3)C2=O)cn1
43	CC(OC(=O)/C(C#N)=C/c1ccc(N(C)C)cc1)C(=O)N(C)c1ccccc1 (stereo not given)
44	O=C(CN(CCc1ccccc1)C(=O)CN1C(=O)COc2ccccc21)NCc1ccco1
45	CCC(c1nnc(SCC(=O)Nc2ccc(NC(C)=O)cc2)n1Cc1ccccc1)N(C)C (stereo not given)
46	COc1ccc(NC(=O)CN2C(=O)S/C(=C/c3cccn3-c3ccc(C(=O)O)cc3)C2=O)cc1
47	COCCCNC(=O)c1ccc(NC(C)=O)cc1
48	CCC(=O)N1CCC(C)(C(=O)Nc2ccc3c(c2)OCCO3)C1 (stereo not given)

Compound | 41 | 42 | 43 | 44 | 45 | 46 | 47 | 48
PriA SSB inh | -16 | -6 | -36 | -1 | -2 | / | -7 | /
PrPC TRFRET | 0 | -6 | -10 | 0 | 2 | -5 | -5 | -5
BoNT A protease | 0.4 | 0.6 | -3.5 | 0.6 | 1.4 | 1.5 | 0.6 | 0.0
Vc quorum ag | 0.6 | -0.1 | i | i | i | -0.3 | -0.3 | 0.2
PfHsp40 rescue | -1.1 | -0.7 | -1.7 | 0.8 | 0.1 | -0.7 | -0.4 | /
TcdB inh | 0.6 | 1.3 | 1.2 | / | -1.5 | 1.5 | 0.6 | -1.8
SARS 3CLpro inh | 1 | 0 | / | 1 | 5 | -2 | 3 | /
Anthrax LF inh2 | 0 | 1 | -3 | 0 | 3 | 0 | -4 | -4
Yp Topo-I inh | 2 | -10 | 15 | 5 | 7 | 5 | -5 | 3

49	Cc1nnc(SCCCn2c(N3CCCCC3)nc3c2c(=O)[nH]c(=O)n3C)s1
50	Clc1ccc2c(NCc3ccco3)ncnc2c1
51	COC(C(=O)Nc1ccc(C(C)=O)cc1)c1ccccc1 (stereo not given)
52	Cc1ccc(O)c(CNc2ccc(S(=O)(=O)Nc3nccs3)cc2)c1
53	COc1ccc(C(=O)c2sc3nc(-c4ccccc4)ccc3c2N)cc1
54	CCOC(=O)C1CCCN(C(=O)c2cc(F)ccc2C)CC1 (stereo not given)
55	CSC(=NCc1ccc(F)cc1)NS(=O)(=O)c1cccs1
56	Cc1cccc(OCC(=O)N2CCC3(CC2)CC(=O)c2ccccc2O3)c1

Compound | 49 | 50 | 51 | 52 | 53 | 54 | 55 | 56
PriA SSB inh | -4 | 3 | -2 | 19 | -44 | / | -13 | -4
PrPC TRFRET | -4 | 17 | 0 | 3 | / | -3 | -3 | 0
BoNT A protease | -2.9 | -0.8 | -0.2 | 0.3 | 24 | 0.0 | -0.5 | ?
Vc quorum ag | 2.0 | i | -0.3 | -0.5 | 0.4 | i | 0.0 | i
PfHsp40 rescue | -1.1 | 0.5 | -1.7 | -0.1 | -1.1 | / | 0.0 | 0.1
TcdB inh | / | / | 0.1 | 2.0 | / | 0.2 | 2.1 | 3.3
SARS 3CLpro inh | 7 | 5 | 3 | -1 | 0 | / | 6 | /
Anthrax LF inh2 | 1 | -2 | 0 | -8 | 11 | -6 | 0 | 4
Yp Topo-I inh | 8 | 3 | 5 | -4 | -11 | 0 | -1 | 39
